Source: PubChem BioAssay
DYRK1A inh: Dyrk1A (rat) kinase inhibition; inhibition, % at 12.5 µM; actives 0.43% (n = 310,000); ADP-Glo luminescence, NFATc1 peptide; in the data active = inhibition above about 50%;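 note: plate controls were vehicle with enzyme for no effect and no enzyme for full effect; many of its hits are not listed in these tables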
GSK3 alpha inh: inhibitors of human GSK-3 alpha kinase; P49840; ADP-Glo luminescence, 60 min; inhibition, % at 10 µM; actives 0.1% (n = 320,000); AID 2650;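 in the data active = inhibition above about 50%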;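 note: GST-tagged GSK-3 alpha with peptide substrate and 25 µM ATP; 0% = DMSO neutral wells and 100% = GW8510 positive control wells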
Target sequence (P49840 whole entry, looked up): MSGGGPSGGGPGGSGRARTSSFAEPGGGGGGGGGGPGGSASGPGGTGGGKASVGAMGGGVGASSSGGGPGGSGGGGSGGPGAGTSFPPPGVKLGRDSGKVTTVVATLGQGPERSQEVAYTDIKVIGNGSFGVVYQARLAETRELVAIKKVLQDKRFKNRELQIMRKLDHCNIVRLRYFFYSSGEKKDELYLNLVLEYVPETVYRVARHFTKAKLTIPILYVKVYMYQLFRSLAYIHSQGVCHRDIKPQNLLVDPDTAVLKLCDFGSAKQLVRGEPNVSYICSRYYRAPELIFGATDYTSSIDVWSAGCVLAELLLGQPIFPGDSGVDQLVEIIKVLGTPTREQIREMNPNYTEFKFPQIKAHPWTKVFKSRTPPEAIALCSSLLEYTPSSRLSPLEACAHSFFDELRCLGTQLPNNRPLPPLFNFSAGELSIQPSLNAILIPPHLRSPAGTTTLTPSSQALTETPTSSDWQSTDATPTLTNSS
GSK3B inh: blocks human GSK3beta kinase activity; GST-GSK3beta kinase, ADP-Glo luminescence, 60 min; active compounds read low; activity score (negative = inhibition), % at 10 µM; actives 0.038% (n = 300,000);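 active = more than half of replicate wells score below -50%, meaning over 50% inhibition versus plate controls; inconclusive = some replicates but at most half score below -50%; inactive = no replicate scores below -50%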;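 note: 0% = median DMSO wells and -100% = median GW8510 positive control wells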
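Assay system: GST-tagged human GSK3beta kinase, cell-free; Input: 1.6 ng GSK3beta; Medium: Tris/MgCl2 kinase buffer; Timing: 60 min enzyme reaction, room temperature; Signal: ADP-Glo luminescence quantifying ADP generated by kinase; Evaluation: score relative to plate controls; Benchmarks: DMSO neutral wells and GW8510 at 20 µM as positive.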
HSF1 activator: increases HSF-1 driven luciferase reporter signal; AID 504408; activation, % at 9 µM; NIH3T3-HGL HSF-1 luciferase reporter, MG132, 8 h; 100% = twice DMSO control signal; actives 1.7% (n = 300,000);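 active = mean replicate activation of at least 50% with a set share of replicates each reaching 50%; inconclusive = only one of those two conditions met; inactive = mean below 50% and too few replicates reaching it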;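 note: 0% = median of the neutral control wells and 100% = twice that signal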
AI-2 QS mod: modulators of Vibrio harveyi AI-2 quorum sensing system; Vibrio harveyi JMH597 AI-2 luminescence/OD600 ratio, 9 h; active compounds read low; strain lacks LuxN and CqsS sensors; 0 = neutral-control median; activity change, % at 7.5 µM; actives 0.4% (n = 300,000); in the data active = activity change below about -75%, passing the limit was not always enough; inconclusive = no clear call, values can overlap the other calls;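 note: luminescence divided by OD600 gain over 9 h not by final OD600 alone; inactives centre near 13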
HSP90 refold inh: HSP90 refolding inhibition in rabbit reticulocyte lysate; luciferase refolding luminescence, 3 h; inhibition, % at 5.6 µM; actives 0.91% (n = 290,000);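 active = inhibition above the screen-wide mean plus 3 SD, computed separately per campaign, cut at about 16% in these data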;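 note: 0% = DMSO wells and 100% = 60 µM geldanamycin wells; inhibitors lower the luminescence because luciferase stays unfolded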
PolyA inh: inhibitors of polyadenylation in S. cerevisiae; S. cerevisiae SKY197-pL101 polyadenylation reporter, beta-gal luminescence; efflux-impaired pdr1/pdr3 knockout yeast; score 100 = 6 SD above DMSO; calls only at 12 µM; actives 0.02% (n = 300,000); AID 1875;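 active = lowest replicate activity score at least 50, where 100 means six control SD above control mean; inconclusive = lowest score under 50 but half or more replicates reach 50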;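 note: yeast exposed to compound for 9 h at 30 °C; higher score means more reporter readthrough which indicates perturbed polyadenylation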
Platelet DG rel: platelet dense granule release activity | human platelet-rich plasma, SFLLRN dense granule ATP release, luminescence | inhibition, %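 (compounds screened at 7.5 µM in platelet-rich plasma)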 | actives 0.22% (n = 300,000);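 active = mean replicate score, as percent of positive control, at or above 50; inconclusive = mean below 50 but at least one replicate at or above 50; inactive = mean and every replicate below 50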
HSF1 inh: HSF1 inhibition | AID 2098 | NIH3T3-HGL HSE-luciferase, MG132-induced, luminescence 8 h; active compounds read low | actives 0.77% (n = 300,000) | activity change, negative = inhibition, % at 7.5 µM (by protocol);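 active = more than half of replicate wells show activity change below -50%, luminescence cut by over half; inconclusive = some wells, but at most half, below -50%; inactive = no replicate well below -50%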;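 note: luciferase reports HSF-1 transcriptional activity via heat shock element; 0% = median of DMSO wells and -100% = zero luminescence signal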
HDAC3 inhib: blocks human histone deacetylase 3. O15379. recombinant HDAC3, fluorogenic peptide/trypsin coupled, fluorescence. inhibition, % at 8.3 µM. actives 0.15% (n = 320,000). AID 2718; in the data active = inhibition above about 26%, passing the limit was not always enough; inconclusive = no clear call, values can overlap the other calls
Target sequence (O15379 whole entry, looked up): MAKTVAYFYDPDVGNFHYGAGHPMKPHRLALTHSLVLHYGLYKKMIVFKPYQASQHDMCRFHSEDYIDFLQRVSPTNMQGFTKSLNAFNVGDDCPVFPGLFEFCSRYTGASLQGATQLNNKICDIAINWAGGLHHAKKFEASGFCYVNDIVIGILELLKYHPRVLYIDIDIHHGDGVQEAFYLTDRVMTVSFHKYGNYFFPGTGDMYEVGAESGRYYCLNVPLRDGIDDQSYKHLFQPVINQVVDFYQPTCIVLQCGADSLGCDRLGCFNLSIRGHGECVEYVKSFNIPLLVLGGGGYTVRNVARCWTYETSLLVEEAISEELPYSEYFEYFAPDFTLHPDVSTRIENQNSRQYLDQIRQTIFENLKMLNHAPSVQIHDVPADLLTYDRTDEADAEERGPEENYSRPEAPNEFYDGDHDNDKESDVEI
An asterisk follows results filed as active; i = inactive; u = inconclusive; x = not tested or not shown; & = joins results of further samples. Some of the compounds tested; the hit share may differ from the screen's.

structure | DYRK1A inh | GSK3 alpha inh | GSK3B inh | HSF1 activator | AI-2 QS mod | HSP90 refold inh | PolyA inh | Platelet DG rel | HSF1 inh | HDAC3 inhib
CC1=CC(C)(C)N(C(=O)c2ccccc2)c2ccccc21 | 5 | 0 | 2 | -3 | 10 | 0 | i | -1 | -8 | 4
COc1cc2c(cc1OC)CN(C(=O)CCOc1ccccc1C)CC2 | 5 | -2 | 0 | -10 | 14 | -4 | i | 2 | -5 | -1
O=C([O-])c1cc(-c2ccccc2)cc(-c2ccccc2)[n+]1Cc1ccccc1 | x | -3 | -5 | 16 | -13 | x | i | 0 | 4 | 2
O=c1ccc(-c2ccc(S(=O)(=O)Nc3ccc(F)cc3)o2)n[nH]1 | x | 1 | 1 | -14 | -11 | -2 | i | -2 | -1 | -5
COc1ccc(CC(=O)OCC(=O)Nc2ccc3c(c2)OCCO3)cc1OC | -2 | 2 | -1 | -16 | 11 | -9 | i | -7 | -1 | 8
CC(C)CCNC(=O)CN(C(=O)CCC(=O)Nc1ccccn1)c1ccc2c(c1)OCO2 | -4 | -4 | 2 | -12 | 2 | 0 | i | -3 | -3 | 1
CCCCN(C(=O)CCC(=O)Nc1cc(C)on1)C(C(=O)NC1CCCC1)c1cccc(OC)c1 (centres undefined) | -5 | -1 | -15 | 15 | 36 | 5 | i | -1 | -1 | 1
COc1ccc(N(CC(=O)Nc2ccccc2F)S(=O)(=O)c2ccc(OC)c(OC)c2)cc1 | -2 | -2 | 0 | -1 | 14 | 2 | i | -9 | -2 | -2
CC(=O)c1ccc(N(C(=O)CNC(=O)c2ccco2)C(C(=O)NC2CCCC2)c2cccnc2)cc1 (centres undefined) | -7 | 2 | 4 | -11 | 12 | -2 | i | 2 | -2 | 1
CCN(CCn1cccn1)C(=O)CC1C(=O)NCCN1Cc1ccc(F)cc1 (centres undefined) | -2 | 1 | -4 | 9 | 34 | 1 | i | 2 | -7 | -5
COc1ccc(-c2cc(C(=O)NC3CCCC3)c3ccccc3n2)cc1OC | 2 | -2 | -1 | -44 | 11 | x | i | 18 | -24 | -6
COc1ccc(NS(=O)(=O)c2csc(C(N)=O)c2)cc1 | -5 | 1 | 1 | 23 | 17 | -6 | i | -7 | 2 | 2

Other compounds
structure | DYRK1A inh | GSK3 alpha inh | GSK3B inh | HSF1 activator | AI-2 QS mod | HSP90 refold inh | PolyA inh | Platelet DG rel | HSF1 inh | HDAC3 inhib
Cc1cc(=O)oc(C)c1C(=O)OC(C(=O)c1ccccc1)c1ccccc1 (centres undefined) | -4 | -1 | -3 | -2 | 22 | -3 | i | 9 | -1 | -1
Cc1ccc(CS(=O)(=O)Cc2ccc(C(=O)NCc3ccco3)o2)cc1 | 4 | -2 | 1 | x | -6 | 3 | i | -6 | x | 2
CCCc1cc(=O)n2[nH]c(-c3ccc(OC)cc3)nc2n1 | 15 | 4 | 2 | 3 | 11 | -1 | i | -9 | -7 | -8
Fc1ccc2c(c1)Sc1ccc(Cl)cc1CC2N1CCN(CCC2OCCO2)CC1 (centres undefined) | -6 | -4 | -1 | 11 | 12 | x | i | 10 | 0 | 3
COc1cc(/C=C2\N=C(c3ccccc3)NNC2=O)cc(OC)c1OC | x | -2 | 2 | 0 | 12 | 0 | i | -18 | -14 | -1
CCCCn1c(=NC(=O)c2ccco2)c(C(=O)OCC)cc2c(=O)n3ccccc3nc21 | -2 | -1 | 0 | 5 | 13 | 5 | i | 4 | 0 | -256
Cc1ccc(NCC(=O)Nc2cccc(F)c2)cc1S(=O)(=O)N1CCCCCC1 | 0 | -2 | 1 | 2 | 26 | -2 | i | 3 | 4 | 6
CCCS(=O)(=O)c1snnc1C | -8 | -2 | 2 | -4 | 17 | 2 | i | -4 | -7 | -3
Cc1ccc2c(C)nc(SC(C(=O)c3ccccc3)c3ccccc3)nc2c1 (centres undefined) | -4 | -1 | 0 | 7 | 7 | 10 | i | -9 | -9 | -8
CSc1sccc1/C=N/O | -2 | 2 | -4 | 0 | 22 | 3 | i | 2 | 1 | -8
CC(=NC1CCN(Cc2ccccc2)CC1)c1c(O)[nH]c(=O)[nH]c1=O | 4 | 4 | -3 | 4 | -6 | 1 | i | -2 | 4 | 4
CN(CCOc1ccccc1)CC(=O)Nc1ccc(S(=O)(=O)N2CCCC2)cc1 | 16 | -3 | 6 | 6 | 32 | -1 | i | -1 | -6 | -1

One compound at a time, as listed above. Order of values: DYRK1A inh, GSK3 alpha inh, GSK3B inh, HSF1 activator, AI-2 QS mod, HSP90 refold inh, PolyA inh, Platelet DG rel, HSF1 inh, HDAC3 inhib
COc1cc(/C=C2\N=C(c3ccccc3)NNC2=O)cc(OC)c1OC across the screens: x, -2, 2, 0, 12, 0, i, -18, -14, -1
CC(=NC1CCN(Cc2ccccc2)CC1)c1c(O)[nH]c(=O)[nH]c1=O across the screens: 4, 4, -3, 4, -6, 1, i, -2, 4, 4
CSc1sccc1/C=N/O across the screens: -2, 2, -4, 0, 22, 3, i, 2, 1, -8
Cc1ccc(CS(=O)(=O)Cc2ccc(C(=O)NCc3ccco3)o2)cc1 across the screens: 4, -2, 1, x, -6, 3, i, -6, x, 2
Cc1ccc(NCC(=O)Nc2cccc(F)c2)cc1S(=O)(=O)N1CCCCCC1 across the screens: 0, -2, 1, 2, 26, -2, i, 3, 4, 6

(listing goes on)
structure | DYRK1A inh | GSK3 alpha inh | GSK3B inh | HSF1 activator | AI-2 QS mod | HSP90 refold inh | PolyA inh | Platelet DG rel | HSF1 inh | HDAC3 inhib
COc1ccc(CCN2C(=O)c3cccc4c(C(=O)N5CCCCC5)ccc(c34)C2=O)cc1OC | 3 | -1 | -3 | -50 | 32 | 2 | i | -6 | -36 | 14
O=C(Nc1ccccc1Cl)C1CCCN(c2ncnc3c2nc2n3CCCCC2)C1 (centres undefined) | -2 | 0 | -7 | -4 | 17 | -5 | i | -30 | 0 | 1
O=C(OCCN1CCOCC1)c1cccnc1 | 10&-7 | 0&0 | 2&1 | -3&31 | 12&39 | 2&1 | i | -3&14 | -8&-5 | -13&2
O=C(Nc1ccc(F)c(F)c1)c1ccc(F)c(S(=O)(=O)N2CCOCC2)c1 | x | 0 | 3 | 11 | 7 | 3 | i | 1 | -2 | -4
COc1ccccc1OCc1cc(C(=O)N(C)CCC2CCCCO2)no1 (centres undefined) | -1 | 0 | 1 | 32 | 9 | 3 | i | -6 | 20 | -2
COc1cc2c(cc1OC)CN(C(=O)/C=C/c1ccccc1[N+](=O)[O-])CC2 | 0 | -1 | -20 | 45 | 43 | 1 | i | -2 | 4 | 2
CC(C)OC(=O)c1cccc(NC(=O)c2ccccc2)c1 | 6 | 1 | 2 | 19 | 4 | 0 | i | 3 | 18 | -10
C=CCn1c(O)c2ccc(C(=O)N=NC(=O)COc3ccc(OC)cc3)cc2c1O | 1 | -1 | 0 | 16 | 10 | 0 | i | -3 | -9 | -1
COC(=O)c1cnn(-c2cc(Oc3ccccc3)ncn2)c1N | -11 | -1 | -1 | 21 | u | -3 | i | 0 | 16 | -3
CN1C(=O)CSC1=Nc1ccc(Br)cc1 | 1 | 1 | -12 | -2 | -11 | 0 | i | 1 | -1 | -1
Cc1nc(SC2C=CS(=O)(=O)C2)n[nH]1 (centres undefined) | 4 | 1 | 7 | -10 | 19 | 2 | i | 8 | -3 | 1
Cc1ccccc1NC(=O)CSc1nc2ccc(Nc3nc(N4CCOCC4)nc(N4CCOCC4)n3)cc2s1 | -5 | x | -4 | 20 | 4 | 1 | i | 0 | -3 | x

(list continues)
structure | DYRK1A inh | GSK3 alpha inh | GSK3B inh | HSF1 activator | AI-2 QS mod | HSP90 refold inh | PolyA inh | Platelet DG rel | HSF1 inh | HDAC3 inhib
Cc1cccc(N2CCC(N3CCN(C4CCCCC4)C(CCO)C3)CC2)c1C (centres undefined) | -3 | -1 | 2 | -2 | 31 | 3 | i | -3 | -14 | 1
Cn1c2c(c(=O)n(C)c1=O)CN(Cc1ccc(F)cc1)CN2 | 0 | 0 | -2 | 3 | 10 | 0 | i | -2 | -9 | 5
O=C(CSc1nnc(CNC(=O)c2ccco2)o1)Nc1cccc(Cl)c1 | -10 | 2 | -1 | 15 | 21 | -7 | i | -10 | 3 | 2
Cc1cc(NS(=O)(=O)c2ccc(NC(=O)c3ccco3)cc2)nc(C)n1 | x | -2 | -2 | -14 | 15 | 1 | i | 8 | -3 | 0
Cc1cc(NS(=O)(=O)c2ccc(NC(=O)N[C@H](C(=O)O)C(C)C)cc2)no1 | -2 | 1 | 0 | -28 | 25 | 1 | i | -13 | 0 | 2
CCn1nccc1C(=O)Nc1ccc(Cl)c(Cl)c1 | -2 | 2 | 1 | 27 | 0 | 2 | i | 9 | 17 | 6
CC(=O)c1ccccc1NC(=O)c1ccc(N2CCCC2=O)cc1 | -9 | -1 | -3 | 11 | 36 | x | i | -1 | 9 | -1
S=C(NCCc1ccccn1)Nc1ccc(Cl)c(Cl)c1 | -5 | 4 | 1 | 11 | -31 | -3 | i | 7 | 11 | -2
Cc1ccc(-n2ncc(Br)c(Br)c2=O)cc1 | 0 | x | 1 | -85 | -14 | 0 | i | -5 | -85* | x
CCOC(=O)C1=C(C)NC(=S)NC1c1ccc(OCC(=O)N2CCCCC2)cc1 (centres undefined) | 1 | 0 | -1 | -1 | 0 | 1 | i | 1 | 0 | 4
Oc1ccc(C2=NNC(=NCc3ccc4c(c3)OCO4)SC2)c(O)c1 | 4 | 5 | 0 | 11 | -9 | 6 | i | -8 | 3 | 10
CCOc1cc(/C=C2\C(=N)N3N=C(S(=O)(=O)CC)SC3=NC2=O)ccc1OC(=O)c1ccco1 | 4 | -4 | 6 | 8 | 22 | 2 | i | -4 | 4 | 9
CC(=O)Nc1ccc(NC(=O)C(=O)c2cn(CC(=O)N3CCCCC3)c3ccccc23)cc1 | x | -2 | 2 | x | 24 | -1 | x | x | x | -13
COc1cc(C(C[N+](=O)[O-])c2c(C)[nH]c3ccccc23)cc(OC)c1OC (centres undefined) | 15 | 0 | -10 | 2 | -2 | 9 | i | -4 | 1 | -1
Cc1ccc(Nc2ncc3c(n2)CC(C)CC3=O)c(C)c1 (centres undefined) | -3 | 2 | -2 | 59* | -8 | 4 | i | 13 | 27 | 3

Quoted at random: two records from the list, in no set order.
structure | DYRK1A inh | GSK3 alpha inh | GSK3B inh | HSF1 activator | AI-2 QS mod | HSP90 refold inh | PolyA inh | Platelet DG rel | HSF1 inh | HDAC3 inhib
CC(=O)Nc1ccc(NC(=O)C(=O)c2cn(CC(=O)N3CCCCC3)c3ccccc23)cc1 | x | -2 | 2 | x | 24 | -1 | x | x | x | -13
S=C(NCCc1ccccn1)Nc1ccc(Cl)c(Cl)c1 | -5 | 4 | 1 | 11 | -31 | -3 | i | 7 | 11 | -2
